Screens as filed in PubChem BioAssay.
Cneo AK release: Cryptococcus neoformans lysis via adenylate kinase release; AID 651654; 0.2% of 360,000 active; C. neoformans lysis, adenylate kinase release luminescence, 4 h; normalised: neutral wells 0, clomiphene wells 100; lysis activity, % at 15 µM;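 active = mean lysis activity across replicates of at least 80%, whatever share of replicates individually reach that level; inactive = mean lysis activity below 80%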
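Material – log-phase Cryptococcus neoformans yeast cells · Input – 5 × 10^6 yeast cells/mL · Medium – fresh YPD growth medium · Doses – single compound concentration per well · Timing – static 4 h at 37 °C with compound, 1 h detection · Detection – adenylate kinase release luminescence · Read-out – signal increase indicating cell lysis · Control set – Clomiphene as positive lysis control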
PGC1a acetyl inh: PGC1a acetylation modulation, inhibitor mode. U2OS PGC1a acetylation, AlphaScreen anti-acetyl-lysine; with virally co-expressed GCN5 acetyltransferase. inhibition, % at 15.6 µM. 0.17% of 350,000 active. AID 651687;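 active = every replicate shows inhibition of at least 40%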;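 also: 0% = neutral control wells and 100% = positive control wells; some results beyond the cut were filed as inactive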
FN deposition inh: fibronectin deposition inhibition; AID 743247; inhibition, % at 12.6 µM; 0.086% of 350,000 active; AH1F fibroblasts, Alexa488-fibronectin deposition fluorescence, overnight;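 active = mean inhibition across replicates of 30% or more, regardless of how many single replicates reach that level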;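 also: positive control wells lacked labelled fibronectin entirely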
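test system = AH1F fibroblasts assembling fluorescent fibronectin matrix | quantity = 10000 AH1F cells per well | buffer or medium = DMEM plus 2% serum, read in PBS | doses = single dose, pinned | incubation = 1 h cell attachment, overnight exposure to compound and label | detection = fluorescence at 485 nm excitation, 525 nm emission | read-out basis = inhibition from reduced deposited-fibronectin fluorescence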
CFTR F508del cor: CFTR F508del correction in bronchial cells; activity (quench increase), % at 7.58 µM; 0.36% of 350,000 active; CFBE cells, YFP halide quenching; stimulated with forskolin plus potentiator P3; % fluorescence drop versus neutral controls; AID 720511;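 active = mean added fluorescence quench of at least 8% versus neutral control, with both replicates also reaching 8%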;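 also: cells transiently co-express mutant CFTR-F508del with the halide-sensitive YFP; corrector assay measuring rescue of mutant channel to the surface after 24 h compound exposure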
Statin myotox sup: suppressors of simvastatin-induced myotoxicity in C2C12 myotubes; ATP luminescence, 48 h; scaled: DMSO 0, geranylgeraniol control 100; rescue of ATP level, % at 7.49 µM; 0.78% of 330,000 active; AID 602340;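 active = mean ATP rescue above about 67%, or every replicate alone reaching that limit, limit read from the data, passing the limit was not always enough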;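 also: myotubes were challenged with 10 µM simvastatin during compound exposure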
GSIS activator: primary screen for activators of insulin secretion dependent on glucose, INS-1E cells, GLuc reporter luminescence | INS-1E GLuc reporter insulin secretion, 2-3 h | activation, % at 16.6 µM | 0.61% of 370,000 active;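 active = lowest replicate activation of at least 40%, so every replicate reaches that level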;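 also: 0% = median of neutral control wells and 100% = median of IBMX positive control wells; some compounds called inactive have numbers as strong as hits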
miR122 inh: miR-122 inhibition in Huh7 cells. Huh7 miR-122 Renilla luciferase sensor, 48 h; neutral wells = 0, positive control = 100. activation (reporter increase), % at 12.5 µM. 0.3% of 340,000 active. AID 602342;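 active = mean replicate activation score at least 90 and every replicate individually at or above 90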;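 also: higher luciferase means less miR-122 activity so hits act as miR-122 inhibitors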
PglD DTNB: inhibitors of Campylobacter jejuni PglD acetyltransferase; purified PglD enzyme, DTNB colorimetric CoA detection; inhibition, % at 12.5 µM; 0.098% of 360,000 active; in the data active = inhibition above about 16%, passing the limit was not always enough; also: strong numbers were not always called active
Active calls of the source: *; / = no result given; & = joins results of further samples; [ ] = another dose, or the depositor's remark. An unsorted share of the library. About 2.1% of those tested had a hit in this group.

1	O=C(N/N=C/c1ccc(O)cc1O)C1CC1
2	COc1ccc(OC)c(-c2cc(C(=O)N3CCN(c4ncccn4)CC3)c3ccccc3n2)c1
3	COc1ccc(NC(=O)CSc2nccn2Cc2ccco2)cc1OC
4	CC1CCCC(C)N1C(=O)COc1cccc(Oc2ccccc2)c1 (stereo not given)
5	C[C@@H]1CCCCO[C@H](CN(C)C(=O)C2CCCCC2)[C@H](C)CN([C@H](C)CO)C(=O)c2cc(NC(=O)NC3CCCCC3)ccc2O1
6	COc1ccc(C(CNC(=O)c2c(C)nn(Cc3ccc(C)cc3)c2Cl)N2CCOCC2)cc1 (stereo not given)
7	COc1ccccc1OCC(=O)Nc1ccc(S(=O)(=O)N(C)c2ccccc2)cc1
8	CCn1c(SCC(=O)NNC(=O)c2ccc(OC)cc2)nnc1C(C)C

entry no.,1,2,3,4,5,6,7,8
Cneo AK release,1,0,0,-1,-1,0,-2,-1
PGC1a acetyl inh,-4,-6,/,6,/,6,-4,-4
FN deposition inh,0,/,/,1,-9,12,/,0
CFTR F508del cor,2.0,/,1.1,1.4,0.3,-3.4,1.7,-0.7
Statin myotox sup,/,6,9,1,-34,1,8,-126
GSIS activator,7,/,10,27,-26,-37,-17,18
miR122 inh,-1,4,/,2,-12[16.7 µM],-5,-2,1
PglD DTNB,-1,-3,5,1,6,3,0,7

9	C[C@H](CO)N1C[C@H](C)[C@@H](CN(C)C(=O)Nc2ccc(C(F)(F)F)cc2)Oc2ccc(NC(=O)Nc3ccc(C(F)(F)F)cc3)cc2C1=O
10	CC(=O)O[C@H]1C[C@@H]2CC[C@@H]3[C@H](CC[C@@]4(C)[C@H]3C[C@H]([N+]3(C)CCCCC3)[C@@H]4OC(C)=O)[C@@]2(C)C[C@@H]1[N+]1(C)CCCCC1
11	O=C(O)CSc1nc(-c2ccccc2)nc2c1oc1ccccc12
12	CO[C@@H]1CN(C)C(=O)c2cc(NC(C)=O)ccc2OC[C@H](C)N(C(=O)Cc2cccnc2)C[C@@H]1C
13	C[C@H]1CN([C@@H](C)CO)C(=O)c2cccc(NS(=O)(=O)c3cn(C)cn3)c2O[C@@H]1CN(C)C
14	COc1cc(CNc2ncn[nH]2)ccc1OCc1ccccc1C
15	CC(C)NC(=O)N(C)C[C@@H]1Oc2ccc(NS(=O)(=O)c3ccccc3)cc2CC(=O)N([C@@H](C)CO)C[C@H]1C
16	O=c1c2ccccc2c(-c2ccccc2)nn1-c1ccc(Cl)c(Cl)c1

entry no.,9,10,11,12,13,14,15,16
Cneo AK release,2,1,-6,-1,2,0,-2,2
PGC1a acetyl inh,9&1,/,5,-2,-1,-7,23,-7
FN deposition inh,-10,0,3,-16,7,0,/,9
CFTR F508del cor,2.4&3.7,-1.8,/,-2.6,2.0,-1.4,0.5,/
Statin myotox sup,5,-4,120*,-9,-15,2,15,-19
GSIS activator,2&-6,/,/,13,16,-5,0,2
miR122 inh,6,-2,-1,/,4[16.7 µM],0,-1[16.7 µM],3
PglD DTNB,-2,1,-8,7,-3,-4,2,3

17	CC1(C(=O)NS(=O)(=O)Cc2cccc(Cl)c2)CCN1C(=O)CC1CCCC1 (stereo not given)
18	CCOC(=O)C1=C(C)C(c2ccccc2OC)NC(=O)N1 (stereo not given)
19	COC(=O)c1ccc(OCC(=O)NC2CCCCCC2)cc1
20	CCCNC(=O)C[C@@H]1CC[C@H]2[C@@H](COC[C@@H](O)CN2C(=O)CC)O1
21	CCC(CC)C(=O)N(C)c1c(C)nc2c(OCc3cccc(Cl)c3)cccn12
22	O=c1[nH]c2ccccc2c2oc(CCl)nc12
23	O=C1Nc2ccccc2/C1=N/c1sc2c(c1C(=O)NCCc1ccccc1)CCCC2
24	CN(CC(=O)Nc1cccc(F)c1)C(=O)CNC(=O)Cc1cccc2ccccc12

entry no.,17,18,19,20,21,22,23,24
Cneo AK release,0,3,0,4,2,/,-2,-5
PGC1a acetyl inh,-8,0,/,2,7,-5,-7,-5
FN deposition inh,2,2,-5,0,10,-7,/,-5
CFTR F508del cor,0.9,/,-2.7,-1.5,-3.7,-1.2,/,-1.6
Statin myotox sup,-2,-2,/,1,-7,5,17,5
GSIS activator,-6,/,-15,-3,/,-3,/,-48
miR122 inh,-5,-8,/,-6[16.7 µM],-8,-5,13,-1
PglD DTNB,-2,-2,1,2,-5,/,5,-10

25	COc1cc(OC)c(NC(=O)c2ccco2)cc1Cl
26	COc1ccc(NC(=O)c2cc(-c3ccncc3)nc3ccccc23)c(OC)c1
27	Fc1ccc(-c2ccc(Nc3cccc(F)c3)nn2)cc1
28	CN(CC(=O)NCc1ccc(Cl)cc1)S(=O)(=O)c1cccs1
29	CCCn1cnc2cc(NC(=O)c3cccs3)ccc21
30	COc1cccc(-c2ccc3c(c2)[C@@H]2[C@@H](CCN2C(=O)C2CCCC2)[C@@H](CO)N3)c1
31	Cc1ccc(S(=O)(=O)c2c(C)cc(C)nc2Cl)c(C)c1
32	CN(C)S(=O)(=O)c1ccc(Cl)c(C(=O)NC2CCN(Cc3ccccc3)C2)c1 (stereo not given)

entry no.,25,26,27,28,29,30,31,32
Cneo AK release,5,/,0,2,-2,/,-1,-1
PGC1a acetyl inh,-3,1,-20,2,17,-8,/,0
FN deposition inh,/,4,-1,4,-4,12,-13,0
CFTR F508del cor,/,1.9,2.1,3.8,-3.6,2.0,/,0.0
Statin myotox sup,-11,/,-58,-22,-3,/,-4,-8
GSIS activator,/,-4,6,-19,-9,-16,/,3
miR122 inh,4,3,0,-2,4,/,17,-5
PglD DTNB,-2,/,3,3,-4,/,4,-14

33	O=C(CN1CCN(c2ccccc2O)CC1)NC(=O)NC1CCCC1
34	CO[C@@H]1CN(C)C(=O)c2ccc(NC(=O)c3ccc4c(c3)OCO4)cc2OC[C@@H](C)N(Cc2ccc3c(c2)OCO3)C[C@H]1C
35	O=C1NC(=Nc2ccccc2)S/C1=C\c1cccn1-c1ccccc1
36	C[C@H]1CN([C@@H](C)CO)C(=O)c2cc(-c3ccc(F)cc3)cnc2O[C@@H]1CN(C)Cc1ccc(F)cc1
37	CCOC(=O)C1=CN(C(C)C)CCC1=O
38	CC(C)c1ccc(C(=O)N2CCCN(C(=O)c3ccc(C(C)C)cc3)CC2)cc1
39	C[C@@H]1CN([C@H](C)CO)C(=O)c2cccc(NC(=O)CCCCCC(=O)Nc3ccccc3N)c2O[C@@H]1CN(C)S(=O)(=O)c1ccc(Cl)cc1
40	COC(=O)Cn1cnc2c(nnn2-c2ccc(F)cc2)c1=O

entry no.,33,34,35,36,37,38,39,40
Cneo AK release,-3,-7,5,/,-1,/,/,1
PGC1a acetyl inh,2,7,-29,-21,/,/,6,-13
FN deposition inh,-2,-4,/,-21,6,5,2,5
CFTR F508del cor,2.8,5.4,/,-0.3,1.5,/,0.8,2.6
Statin myotox sup,13,42,-74,26,-3,9,-80,-5
GSIS activator,1,3,-12,-11,5,-36,-11,/
miR122 inh,-6,/,-4,-3[16.7 µM],/,12,-1[16.7 µM],0
PglD DTNB,-7,2,-3,/,-1,/,/,0

41	Cc1noc(C)c1NC(=O)Nc1ccc2c(c1)C(=O)N([C@@H](C)CO)C[C@@H](C)[C@H](CN(C)C(=O)c1ccccc1)OCCCC[C@@H](C)O2
42	COc1ccc(C(=O)Nc2nc(C)c(C(C)=O)s2)cc1S(=O)(=O)N1CCOCC1
43	COc1ccc(CN(C)C[C@@H]2OCCCC[C@@H](C)Oc3ccc(NC(=O)Nc4ccc(OC)cc4)cc3C(=O)N([C@@H](C)CO)C[C@H]2C)cc1
44	Cc1nc(COC(=O)c2c(C)nn(-c3ccccc3)c2C)cs1
45	N#CCCN(C(=O)COc1ccc(F)cc1Br)c1ccccc1F
46	CSc1nnc(Cn2c(=O)sc3ccccc32)n1-c1cccc(Cl)c1
47	COc1ccc(Br)cc1S(=O)(=O)n1ccnc1C
48	Cc1nn(CC(=O)NCC(C)c2ccccc2)c(=O)c2cccn12 (stereo not given)

entry no.,41,42,43,44,45,46,47,48
Cneo AK release,-3,0,6,1,-1,4,1,2
PGC1a acetyl inh,0,8,7,10,3,-19,-5,6
FN deposition inh,/,7,-7,-1,/,/,/,-1
CFTR F508del cor,-0.5,3.3,2.7,/,1.6,/,/,1.1
Statin myotox sup,/,8,/,6,3,6,-10,-5
GSIS activator,9,-6,-24,/,3,/,/,5
miR122 inh,-7[16.7 µM],1,3[16.7 µM],-6,-1,-1,5,-6
PglD DTNB,1,-2,-1,-7,-1,0,-4,1

Filtered by structure, the compounds so far with bromine.
45	N#CCCN(C(=O)COc1ccc(F)cc1Br)c1ccccc1F
47	COc1ccc(Br)cc1S(=O)(=O)n1ccnc1C

entry no.,45,47
Cneo AK release,-1,1
PGC1a acetyl inh,3,-5
FN deposition inh,/,/
CFTR F508del cor,1.6,/
Statin myotox sup,3,-10
GSIS activator,3,/
miR122 inh,-1,5
PglD DTNB,-1,-4

Three compounds already listed, arranged by the value under GSIS activator, highest first:
no. | SMILES | PGC1a acetyl inh | CFTR F508del cor | GSIS activator | miR122 inh | PglD DTNB
41 | Cc1noc(C)c1NC(=O)Nc1ccc2c(c1)C(=O)N([C@@H](C)CO)C[C@@H](C)[C@H](CN(C)C(=O)c1ccccc1)OCCCC[C@@H](C)O2 | 0 | -0.5 | 9 | -7[16.7 µM] | 1
42 | COc1ccc(C(=O)Nc2nc(C)c(C(C)=O)s2)cc1S(=O)(=O)N1CCOCC1 | 8 | 3.3 | -6 | 1 | -2
43 | COc1ccc(CN(C)C[C@@H]2OCCCC[C@@H](C)Oc3ccc(NC(=O)Nc4ccc(OC)cc4)cc3C(=O)N([C@@H](C)CO)C[C@H]2C)cc1 | 7 | 2.7 | -24 | 3[16.7 µM] | -1

Further results:
49	CC(O)[C@H]1CNC(=O)C(=O)N1CCc1cccc2ccccc12 (stereo not given in full)
50	N#Cc1ccc(CSc2nnc(-c3cccc(S(=O)(=O)N4CCCCC4)c3)o2)cc1
51	CN(C)c1ccc(CNC(=O)CN(C)S(=O)(=O)c2cccc3cccnc23)cc1
52	O=C(CNC(=O)/C=C/c1ccco1)N=Nc1c(O)[nH]c2ccccc12
53	O=C(Nc1ccc2nc3n(c(=O)c2c1)CCCCC3)C(=O)N1CCN(c2ccccc2)CC1

entry no.,49,50,51,52,53
Cneo AK release,9,2,1,-3,0
PGC1a acetyl inh,/,4,2,6,-3
FN deposition inh,-7,/,0,-3,2
CFTR F508del cor,2.1,/,1.0,-1.8,-0.2
Statin myotox sup,6,25,0,-7,5
GSIS activator,21,-27,12,8,-19
miR122 inh,-2,1,-3,0,0
PglD DTNB,5,4,-1,16,-7
